IDE exosite inh: exo-site inhibitors of human IDE, primary screen, biochemical, fluorescence anisotropy, probe displacement | z-score at 20 µM | 6.3% of 17,000 active | purified IDE, FL-6b probe fluorescence polarization; hits give low values;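 active means z-score of -3 or lower, meaning strong loss of probe binding signal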;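 further: His-tagged human IDE residues 42-1019 made in E. coli with 30 nM FL-6b probe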
Target sequence (P14735 42-1019 limits assumed): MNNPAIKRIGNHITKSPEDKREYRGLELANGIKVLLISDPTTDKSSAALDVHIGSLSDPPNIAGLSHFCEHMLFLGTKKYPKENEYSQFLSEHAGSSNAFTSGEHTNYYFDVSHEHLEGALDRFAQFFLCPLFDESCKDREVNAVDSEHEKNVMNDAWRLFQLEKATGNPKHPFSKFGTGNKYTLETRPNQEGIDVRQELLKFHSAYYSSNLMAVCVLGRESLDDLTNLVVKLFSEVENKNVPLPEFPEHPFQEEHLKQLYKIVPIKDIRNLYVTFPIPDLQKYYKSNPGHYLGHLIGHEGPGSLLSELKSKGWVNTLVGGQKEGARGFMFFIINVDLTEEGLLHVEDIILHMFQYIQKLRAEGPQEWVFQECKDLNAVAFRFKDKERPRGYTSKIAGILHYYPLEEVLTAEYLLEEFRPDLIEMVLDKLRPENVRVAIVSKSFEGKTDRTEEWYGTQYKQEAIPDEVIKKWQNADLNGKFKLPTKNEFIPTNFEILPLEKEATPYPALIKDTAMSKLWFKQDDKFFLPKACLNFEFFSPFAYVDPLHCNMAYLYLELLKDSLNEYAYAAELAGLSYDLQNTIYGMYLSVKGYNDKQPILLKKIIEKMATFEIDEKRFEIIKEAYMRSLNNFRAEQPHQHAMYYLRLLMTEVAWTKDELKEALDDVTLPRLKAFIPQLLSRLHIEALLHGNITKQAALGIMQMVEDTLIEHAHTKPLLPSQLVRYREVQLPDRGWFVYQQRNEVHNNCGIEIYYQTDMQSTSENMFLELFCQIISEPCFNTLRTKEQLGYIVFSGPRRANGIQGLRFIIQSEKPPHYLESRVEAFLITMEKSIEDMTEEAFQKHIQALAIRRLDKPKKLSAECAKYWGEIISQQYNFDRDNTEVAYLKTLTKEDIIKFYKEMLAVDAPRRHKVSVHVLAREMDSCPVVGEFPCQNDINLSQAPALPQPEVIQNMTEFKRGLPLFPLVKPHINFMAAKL
Starred values were filed as active, the others as inactive; & = joins results of further samples. These rows are one share of the data; count on the stated rates, not on these rows.

SMILES	IDE exosite inh
CCC(=O)N1CC[C@H]2[C@H](CO)Nc3ccc(C#Cc4ccccc4F)cc3[C@H]21	3.7
COc1ccccc1C#Cc1ccc([C@@H]2[C@H](CO)N3CCCCN(C(=O)C4CCC4)C[C@@H]23)cc1	-11*
CS(=O)(=O)N1[C@H](CO)[C@@H](c2ccccc2)[C@@H]1C#N	5.1
C/C=C/c1ccc([C@@H]2[C@@H](CN(CC)C(C)=O)N(S(C)(=O)=O)[C@H]2CO)cc1	0.33
C[C@@H]1CN([C@@H](C)CO)C(=O)c2cc(NS(C)(=O)=O)ccc2O[C@@H](C)CCCCO[C@@H]1CN(C)C(=O)Cc1ccccc1	1.6
Cc1noc(C)c1S(=O)(=O)N(C)C[C@H]1OCCCC[C@H](C)Oc2ccc(NC(=O)CCC(F)(F)F)cc2C(=O)N([C@@H](C)CO)C[C@@H]1C	2.5
O=C(Cc1ccccc1)N1CC(=O)N2[C@H](C1)[C@@H](c1ccc(C#CCc3ccccc3)cc1)[C@@H]2CO	-1.6
O=C(c1ccncc1)N1CC(=O)N2[C@H](C1)[C@H](c1ccc(-c3ccccc3)cc1)[C@@H]2CO	1.3
CCCC#Cc1ccc([C@@H]2[C@@H](CO)N3C(=O)CN(C(=O)c4cccnc4)C[C@H]23)cc1	-0.38
O=C(C[C@@H]1CC[C@H]2[C@@H](COC[C@H](O)CN2Cc2cc(F)ccc2F)O1)NCc1ccc(Oc2ccccc2)cc1	0.52
Cc1ccccc1-c1ccc([C@H]2[C@H](CO)N3C(=O)CN(C(=O)NC4CCCC4)C[C@@H]23)cc1	-21*
COc1cccc(C#Cc2ccc3c(c2)O[C@H](CN(C)C(=O)CN2CCOCC2)[C@@H](C)CN([C@@H](C)CO)S3(=O)=O)c1	-1.3
O=C(C[C@@H]1CC[C@@H]2[C@H](COC[C@@H](O)CN2C(=O)Cc2ccccc2)O1)NC1Cc2ccccc2C1	-0.43
COCC(=O)N1CC(=O)N2[C@H](CO)[C@H](c3ccc(C#CC4CC4)cc3)[C@H]2C1	0.22
COC(=O)C[C@H]1CC[C@@H]2[C@@H](COc3ccc(NC(=O)Nc4cccc(C#N)c4)cc3C(=O)N2C)O1	-0.71
CC(C)CC#Cc1ccc([C@H]2[C@@H](CO)N3CCCCN(C(=O)NC4CCCC4)C[C@@H]23)cc1	-0.55
CCCC#Cc1ccc([C@H]2[C@@H](C#N)N(C(=O)C3CCCC3)[C@@H]2CO)cc1	1.3
CC(C)CC#Cc1ccc([C@H]2[C@H](CO)N3C(=O)CN(C(=O)Cc4ccccc4)C[C@@H]23)cc1	1.9
COc1cccc(C#Cc2ccc3c(c2)[C@H]2[C@H](CCN2C(=O)Cc2ccccc2)[C@@H](CO)N3C)c1	2.6
O=C(Cc1ccccn1)N[C@@H]1CC[C@@H](CCNS(=O)(=O)c2cccc(F)c2)O[C@H]1CO	-0.68
O=C(Nc1ccc(F)cc1)N1CC(=O)N2[C@H](CO)[C@@H](c3ccc(C#Cc4ccccc4)cc3)[C@@H]2C1	0.86
COc1ccc2c3c(n(C)c2c1)[C@@H](CO)N(S(C)(=O)=O)CC31CCN(Cc2cncnc2)CC1	-1
CO[C@H](CN(C)C(=O)C1CCOCC1)[C@@H](C)CN(C(=O)Nc1ccc(C(F)(F)F)cc1)[C@@H](C)CO	-1.2
N#C[C@@H]1[C@H](c2ccc(-c3cccnc3)cc2)[C@H](CO)N1C(=O)C1CCC1	-1.8
CC(C)C#Cc1ccc([C@H]2[C@@H](CO)N3C(=O)CN(C(=O)c4ccc5c(c4)OCO5)C[C@@H]23)cc1	-0.86
CN(C)CC(=O)N1[C@H](CO)[C@H](c2ccc(C#CC3CCCC3)cc2)[C@@H]1C#N	0.96
CC(C)NC(=O)N1CCCCN2[C@@H](CO)[C@H](c3ccc(C#Cc4ccccc4)cc3)[C@@H]2C1	-11*
CN(C)CC#Cc1ccc([C@@H]2[C@H]3CN(C(=O)Nc4ccccc4F)CCCCN3[C@H]2CO)cc1	4.1
O=C(Nc1ccccc1F)N1C[C@@H]2[C@H](c3ccccc31)[C@H](CO)N2C(=O)Cc1cccnc1	1.7
COc1cccc(-c2ccc3c(c2)[C@H]2[C@H](CCN2C(=O)c2ccccn2)[C@H](CO)N3)c1	1.4
C[C@H]1CN([C@@H](C)CO)C(=O)c2ccccc2-c2ccccc2CO[C@H]1CN(C)C(=O)[C@H](Cc1ccccc1)N(C)C	0.4
CN(C)CC(=O)N1[C@@H](C#N)[C@H](c2ccc(C#CC3CCCC3)cc2)[C@@H]1CO	3.6
CCS(=O)(=O)N1CCCCN2[C@H](CO)[C@H](c3ccc(C#CC(C)(C)O)cc3)[C@H]2C1	2.8
C[C@@H]1CN([C@H](C)CO)C(=O)c2cccc(NS(C)(=O)=O)c2O[C@@H]1CN(C)Cc1ccc(-c2ccccc2)cc1	0.41
CC(C)CC#Cc1ccc([C@@H]2[C@H]3CN(C(=O)NC4CCCC4)CCCCN3[C@H]2CO)cc1	-0.062
Cc1cccc(-c2ccc([C@@H]3[C@@H](CO)N4C(=O)CN(C(=O)c5cccnc5)C[C@@H]34)cc2)c1	-13*
COc1cccc(C#Cc2ccc([C@@H]3[C@@H](CO)N4C(=O)CN(C(=O)c5ccccc5)C[C@@H]34)cc2)c1	-2.8
CC(=O)N1[C@H](CO)[C@@H](c2ccccc2)[C@H]1CN(CC(C)C)C(=O)c1ccccn1	-0.53
Cc1cccc(S(=O)(=O)N2CC[C@H]3[C@@H](CO)N(C)c4ccc(Br)cc4[C@H]32)c1	-0.13
O=C(c1cccc(F)c1)N1CC2(C1)[C@@H](c1ccccc1)[C@H](CO)N2Cc1ccccn1	-0.8

The closing four entries of the section before open the next one.
SMILES	IDE exosite inh
COc1cccc(C#Cc2ccc([C@@H]3[C@@H](CO)N4C(=O)CN(C(=O)c5ccccc5)C[C@@H]34)cc2)c1	-2.8
CC(=O)N1[C@H](CO)[C@@H](c2ccccc2)[C@H]1CN(CC(C)C)C(=O)c1ccccn1	-0.53
Cc1cccc(S(=O)(=O)N2CC[C@H]3[C@@H](CO)N(C)c4ccc(Br)cc4[C@H]32)c1	-0.13
O=C(c1cccc(F)c1)N1CC2(C1)[C@@H](c1ccccc1)[C@H](CO)N2Cc1ccccn1	-0.8
CCCNC(=O)N1CC(=O)N2[C@H](CO)[C@H](c3ccc(C#Cc4cccc(F)c4)cc3)[C@H]2C1	0.55
N#C[C@@H]1[C@H](c2ccccc2/C=C/c2ccccc2)[C@H](CO)N1S(=O)(=O)c1cccc(F)c1	1.6
COc1ccc(NC(=O)N2CC(=O)N3[C@H](C2)[C@H](c2ccc(C4=CCCC4)cc2)[C@@H]3CO)cc1	1.7
COCC#Cc1ccc([C@H]2[C@H]3CN(C(=O)Nc4cc(F)ccc4F)CCCCN3[C@H]2CO)cc1	5.1
C[C@H](CO)N1C[C@H](C)[C@H](CN(C)S(=O)(=O)c2ccc3c(c2)OCCCO3)OCc2cnnn2CCCC1=O	-0.19
COc1ccc(S(=O)(=O)N2C[C@H](O)COC[C@H]3O[C@@H](CC(=O)N[C@H]4CCN(Cc5ccccc5)C4)CC[C@@H]32)cc1	0.39
C[C@@H]1CCCCO[C@H](CN(C)Cc2ccncc2)[C@@H](C)CN([C@H](C)CO)C(=O)c2cc(NC(=O)Cc3ccccc3)ccc2O1	1.2
N#C[C@H]1[C@@H](c2ccc(-c3ccccc3F)cc2)[C@@H](CO)N1C(=O)C1CCC1	-0.81
Cc1cccc(S(=O)(=O)N2C[C@@H]3[C@H](c4ccccc42)[C@H](CO)N3C(=O)c2ccccc2)c1	0.37
O=C(C1CCCC1)N1C[C@@H]2N[C@H](C1)C2c1ccc(-c2ccncc2)cc1 (some centres undefined)	-0.12&2.6
COCC(=O)N1CC2(C1)CN(S(C)(=O)=O)[C@H](CO)c1c2c2ccc(OC)cc2n1C	0.5
COCC(=O)Nc1ccc2c(c1)[C@H]1C[C@H](CC(=O)NCc3ccc4c(c3)OCO4)O[C@H](CO)[C@H]1O2	0.99
C[C@@H]1CC=CC[C@H](c2ccccc2)NC(=O)[C@H](C)N(C)C(=O)c2ccccc2O1 (mixture of isomers)	0.44
N#C[C@@H]1[C@@H](c2ccccc2-c2cccc(F)c2)[C@H](CO)N1C(=O)C1CCCCC1	2.7
C/C=C/c1ccc([C@H]2[C@@H](CO)N(C(=O)COC)[C@@H]2CNC(=O)CC)cc1	3.7
O=S(=O)(c1ccccc1)N1CCCCN2[C@H](CO)[C@@H](c3ccc(-c4ccccc4F)cc3)[C@@H]2C1	-0.81
COCCN(C[C@@H]1N[C@@H](CO)[C@@H]1c1ccc(-c2ccc(F)cc2)cc1)C(C)=O	5.7
C[C@@H]1CN([C@H](C)CO)C(=O)c2ccccc2-c2ccccc2CO[C@@H]1CN(C)C(=O)[C@@H](Cc1ccccc1)N(C)C	1.9
O=C(Nc1cccc(F)c1)N1CCCCN2[C@H](CO)[C@H](c3ccc(C#Cc4ccccc4)cc3)[C@@H]2C1	-0.25
CO[C@@H](CN(C)S(=O)(=O)c1ccc(F)cc1)[C@H](C)CN(Cc1ccccc1Cl)[C@H](C)CO	0.76

A draw from above in order of molecular weight, smallest number first.
SMILES	IDE exosite inh
C/C=C/c1ccc([C@H]2[C@@H](CO)N(C(=O)COC)[C@@H]2CNC(=O)CC)cc1	3.7
N#C[C@@H]1[C@@H](c2ccccc2-c2cccc(F)c2)[C@H](CO)N1C(=O)C1CCCCC1	2.7
COCC(=O)Nc1ccc2c(c1)[C@H]1C[C@H](CC(=O)NCc3ccc4c(c3)OCO4)O[C@H](CO)[C@H]1O2	0.99

New compounds follow:
SMILES	IDE exosite inh
Cc1cccc(S(=O)(=O)N2C[C@@H]3N[C@H](C2)C3c2ccc(-c3ccccc3F)cc2)c1 (some centres undefined)	2.5&1.7
C[C@H](CO)N1C[C@H](C)[C@@H](CN(C)C(=O)Nc2cccc(C(F)(F)F)c2)OCc2cn(nn2)CCCC1=O	-2.3
O=C(Nc1ccccc1F)N1CC(=O)N2[C@H](CO)[C@@H](c3ccc(-c4ccccc4)cc3)[C@@H]2C1	-6*
COc1cccc(NC(=O)N2CC(=O)N3[C@H](C2)[C@@H](c2ccc(Br)cc2)[C@@H]3CO)c1	-3.2*
O=S(=O)(c1cccc(F)c1)N1CC[C@@H]2[C@@H](CO)Nc3ccc(Br)cc3[C@@H]21	-0.36
CC(=O)N1[C@H](CO)[C@H](c2ccccc2)[C@@H]1CN(C)S(=O)(=O)c1ccccc1	-2.8
COc1ccc(C#Cc2ccc([C@@H]3[C@H]4CN(Cc5ccccc5F)CCCCN4[C@H]3CO)cc2)cc1	4.6
O=C(O)C[C@@H]1C[C@H]2c3cc(NC(=O)Cc4ccncc4)ccc3O[C@H]2[C@@H](CO)O1	-1.1
C[C@H]1CN([C@@H](C)CO)C(=O)Cc2cc(NC(=O)CCC(F)(F)F)ccc2O[C@@H]1CN(C)CC1CC1	0.079
Cc1cc(C(=O)Nc2ccc3c(c2)C(=O)N(C)[C@@H]2CC[C@H](CC(=O)NCc4ccc(-c5ccccc5)cc4)O[C@@H]2CO3)no1	-0.74
O=C(C1CC1)N1CC(=O)N2[C@@H](CO)[C@@H](c3ccc(Br)cc3)[C@@H]2C1	0.4
CO[C@H]1CN(C)C(=O)c2ccc(NC(=O)c3ccno3)cc2OC[C@H](C)N(S(C)(=O)=O)C[C@H]1C	1.1
O=C(Nc1cccc(F)c1)N1CC(=O)N2[C@H](C1)[C@@H](c1ccc(Br)cc1)[C@@H]2CO	-0.8
CN(C)C(=O)c1ccc(-c2ccc([C@@H]3[C@@H](C#N)N(C(=O)Nc4ccccc4F)[C@H]3CO)cc2)cc1	2.6
CNC(=O)C[C@@H]1CC[C@@H]2[C@H](COC[C@H](O)CN2Cc2ccccc2F)O1	0.32
COc1ccc(NC(=O)N2CCCCN3[C@H](CO)[C@H](c4ccc(C#Cc5ccccn5)cc4)[C@@H]3C2)cc1	-0.72
C[C@H](CO)N1C[C@H](C)[C@H](CN(C)C(=O)Nc2cccc3ccccc23)OCc2cn(nn2)CCCC1=O	-0.24
CC(=O)N1CC(=O)N2[C@H](CO)[C@H](c3ccc(C#Cc4cccnc4)cc3)[C@@H]2C1	2.1
CN1CCN(C(=O)C[C@@H]2CC[C@H]3[C@@H](COC[C@H](O)CN3C(=O)c3ccccc3F)O2)CC1	1.3
CCC(=O)NC[C@H]1N[C@H](CO)[C@@H]1c1ccc(-c2cccnc2)cc1	-1.1

Sorted by the number under IDE exosite inh (ascending): 5 of the compounds above
Structure,IDE exosite inh
CC(C)NC(=O)N1CCCCN2[C@@H](CO)[C@H](c3ccc(C#Cc4ccccc4)cc3)[C@@H]2C1,-11*
CC(=O)N1[C@H](CO)[C@H](c2ccccc2)[C@@H]1CN(C)S(=O)(=O)c1ccccc1,-2.8
COc1ccc(NC(=O)N2CCCCN3[C@H](CO)[C@H](c4ccc(C#Cc5ccccn5)cc4)[C@@H]3C2)cc1,-0.72
COc1cccc(-c2ccc3c(c2)[C@H]2[C@H](CCN2C(=O)c2ccccn2)[C@H](CO)N3)c1,1.4
CCC(=O)N1CC[C@H]2[C@H](CO)Nc3ccc(C#Cc4ccccc4F)cc3[C@H]21,3.7

The list goes on.
SMILES	IDE exosite inh
C/C=C/c1ccc([C@@H]2[C@H](CO)N3C(=O)CN(C(=O)c4ccncc4)C[C@@H]23)cc1	0.7
COc1cccc(-c2ccc(C3[C@H]4CNC[C@@H]3N4C(=O)Nc3ccccc3F)cc2)c1 (some centres undefined)	1.2&-2.4
CCN(C[C@H]1N[C@@H](CO)[C@@H]1c1ccc(-c2cccc(C#N)c2)cc1)C(=O)COC	2.7
CC(=O)N(C[C@@H]1N[C@@H](CO)[C@H]1c1ccc(-c2ccccc2)cc1)C(C)C	3.9
Cc1cccc(-c2ccc([C@H]3[C@@H](CO)N4CCCCN(S(=O)(=O)c5cn(C)cn5)C[C@@H]34)cc2)c1	0.53
CO[C@@H](CN(C)Cc1ccc2c(c1)OCO2)[C@@H](C)CN(C(=O)Nc1ccc(F)cc1)[C@H](C)CO	1.7
CC(C)NC(=O)N1[C@@H](CO)[C@H](c2ccccc2)[C@@H]1CN(C)C(=O)c1cccnc1	0.28
CCCNC(=O)N1[C@H](CO)[C@@H](c2ccccc2-c2ccc(C)cc2)[C@@H]1C#N	1.2
CS(=O)(=O)N1[C@H](C#N)[C@H](c2ccc(C#CC3CCCC3)cc2)[C@@H]1CO	-1.4

Compound activity as filed in PubChem BioAssay.
